Screening data: PubChem BioAssay, several laboratories
STK33 inh = human STK33 kinase inhibition; Q9BYT3; purified STK33, MBP phosphorylation, ADP-Glo luminescence; inhibition, % at 10 µM; actives 0.073% (n = 320,000); AID 2661;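 active means inhibition at or above 25%, using the most active replicate where run in duplicate; inactive means inhibition below 25%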
OX1R antag = antagonists of human orexin 1 receptor (OX1R); O43613; OX1R-expressing cells, FRET antagonist read-out; inhibition, % at 6.6 µM; actives 1.8% (n = 330,000); AID 485270; in the data active means inhibition mostly above about 38%, no sharp cut-off; inactive means mostly below about 40%;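 further: 0% = agonist challenge alone and 100% = reference antagonist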
KCNQ2 inh = KCNQ2 potassium channel inhibitors, primary screen, cell-based, CHO-K1, FluxOR thallium flux, B-score (AID 2156) | O88943 | 20 min; active compounds read low | B-score at 10 µM | actives 1.1% (n = 310,000);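 active means fluorescence ratio B-score at most minus 3 library SDs, with starting brightness B-score within 2 library SDs, cut at about -5.5 in these data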
Target sequence (O88943 whole entry, looked up): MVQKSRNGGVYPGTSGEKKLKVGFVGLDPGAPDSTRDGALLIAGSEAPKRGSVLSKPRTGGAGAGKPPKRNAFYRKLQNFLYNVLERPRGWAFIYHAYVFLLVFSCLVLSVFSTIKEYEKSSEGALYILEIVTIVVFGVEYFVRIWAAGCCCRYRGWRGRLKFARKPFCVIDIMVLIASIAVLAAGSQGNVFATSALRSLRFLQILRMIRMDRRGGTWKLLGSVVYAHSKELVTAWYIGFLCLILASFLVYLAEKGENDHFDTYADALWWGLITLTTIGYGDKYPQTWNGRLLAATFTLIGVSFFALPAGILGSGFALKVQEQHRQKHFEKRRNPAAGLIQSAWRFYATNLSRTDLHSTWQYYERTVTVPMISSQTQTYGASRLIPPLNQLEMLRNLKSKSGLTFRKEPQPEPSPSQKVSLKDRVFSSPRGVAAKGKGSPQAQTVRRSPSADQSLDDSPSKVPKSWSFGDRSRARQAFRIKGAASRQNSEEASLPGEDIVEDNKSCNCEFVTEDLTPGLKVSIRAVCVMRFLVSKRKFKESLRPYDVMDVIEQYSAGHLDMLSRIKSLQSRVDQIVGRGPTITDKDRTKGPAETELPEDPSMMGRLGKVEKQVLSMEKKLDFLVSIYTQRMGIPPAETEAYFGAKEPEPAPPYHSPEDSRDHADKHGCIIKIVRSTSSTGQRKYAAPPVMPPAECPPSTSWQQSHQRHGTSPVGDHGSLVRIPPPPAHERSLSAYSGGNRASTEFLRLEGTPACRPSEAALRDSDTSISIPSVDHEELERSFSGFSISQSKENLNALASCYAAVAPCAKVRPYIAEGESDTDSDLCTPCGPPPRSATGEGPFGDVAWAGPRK
An asterisk follows results filed as active; i = inactive; x = no result given.

SMILES | STK33 inh | OX1R antag | KCNQ2 inh
CS(=O)(=O)c1ccc2nc(NC(=O)c3ccc(N4C(=O)CCC4=O)cc3)sc2c1 | -0.3 | 18.4 | i
CCCN(C(=O)CCSc1ccc(F)cc1)c1c(N)n(Cc2ccccc2)c(=O)[nH]c1=O | -2.0 | 17.9 | i
CN(CC(=O)Nc1c(Cl)cccc1Cl)C(=O)C1CC(=O)N(Cc2ccccc2)C1 (stereo not given) | -0.6 | 1.4 | x
CC(C)n1c(SCC(=O)Nc2nc3c(s2)CCCC3)nc2c1c(=O)n(C)c(=O)n2C | -1.4 | 34.5 | i
CCn1c(SCC(=O)N2CC(=O)Nc3ccccc32)nnc1-c1ccoc1C | -1.3 | 22.7 | i
CCOC(=O)C1CCCN(CCC(C)c2ccccc2)C1 (stereo not given) | -0.1 | 7.2 | i
CCn1nnnc1SCC(=O)N1CCCc2ccccc21 | -1.6 | 23.6 | i
COc1ccccc1C(=O)NCC1CCN(c2ccc(S(=O)(=O)N3CCOCC3)cc2)CC1 | -3.1 | 11.1 | i
COc1ccc2[nH]c3c(=S)nc[nH]c3c2c1 | 3.0 | 7.6 | i
O=C(NCc1ccccc1F)C1CCN(S(=O)(=O)c2ccccc2)CC1 | -2.2 | 26.1 | i
CN1C(=O)N(CC(=O)N2CCN(c3ccccc3F)CC2)C(=O)C12CCCCC2 | -0.3 | 3.2 | x
COc1ccc(Br)cc1CNC(=O)CCc1nc(-c2ccc(C)cc2)no1 | -0.3 | 16.4 | i
COc1cc(OC)cc(C(=O)N2CCN(c3ccccn3)CC2)c1 | -2.6 | 13.4 | i
Cc1nnc2n(-c3ccccc3)c(=O)c3ccccc3n12 | -2.7 | 5.4 | i
CCC(C)(C)C1CCc2[nH]nc(C(=O)NCC3CC3)c2C1 (stereo not given) | -1.2 | 17.0 | x
C[C@H](NC(=O)c1ccccc1Cl)C(=O)NCCc1ccc(S(N)(=O)=O)cc1 | -0.7 | 6.3 | i
CC(C)(C)C(=O)NC(NC(=S)Nc1ccc(S(N)(=O)=O)cc1)C(Cl)(Cl)Cl (stereo not given) | x | 10.9 | i
CN(C)C(=O)N1CCC(C(=O)NCc2cccs2)CC1 | -1.2 | 25.1 | i
O=C(NCc1ccco1)c1ccc(CS(=O)(=O)Cc2ccc(Cl)cc2)o1 | -0.3 | 19.6 | i
Cc1c(NC(=O)c2ccccc2)c(=O)n(-c2ccccc2)n1C | -2.1 | 18.1 | i
S=c1[nH]nc(Cc2cccs2)n1-c1cccc2ccccc12 | -2.3 | 17.9 | i
O=C(C1=C(O)C(=O)N(CCc2ccccc2)C1c1ccncc1)c1cc2ccccc2o1 (stereo not given) | 2.3 | 33.0 | i
Nc1nc2nccc(-c3cccnc3)n2n1 | 0.6 | 20.7 | i
Cn1cnnc1Sc1ccc(C(=O)NCCC(c2ccccc2)c2ccccc2)cc1[N+](=O)[O-] | -0.7 | 17.4 | i
O=C(Cc1ccc2c(c1)CCCC2)Nc1ccc2ccccc2c1 | 0.0 | 14.7 | i

Going on with the list.
SMILES | STK33 inh | OX1R antag | KCNQ2 inh
CCCN(Cc1cc2cc(C)ccc2[nH]c1=O)C(=O)c1cccc([N+](=O)[O-])c1 | -1.3 | 10.3 | i
C=CCN1C(=O)c2ccccc2Sc2ccc(C(=O)N3CCN(C)CC3)cc21 | -1.0 | 11.9 | i
C[C@H]1CN([C@@H](C)CO)C(=O)c2cccc(NC(=O)C3CC3)c2O[C@H]1CN(C)Cc1ccc(-c2ccccc2)cc1 | 0.7 | 1.9 | x
CCc1nc2ccc(C(=O)Nc3ccc(NC(C)=O)cc3)cc2nc1CC | -0.7 | 16.5 | i
O=C(Nc1ccc(N2CCOCC2)cc1)c1cccc(S(=O)(=O)N2CCCC2)c1 | -0.6 | 0.6 | i
CN(C)c1ccc(N2CC(C)(C)C2=O)cc1 | -0.4 | 5.5 | i
CNNC(=O)C(C)NC(=O)c1ccc(Br)cc1 (stereo not given) | -0.9 | -2.5 | i
COc1cccc(N(C(=O)c2sc(C)nc2C)C(C(=O)NCC2CCCO2)c2ccccc2)c1 (stereo not given) | -0.4 | 11.9 | i
Cc1ccc(CCNS(=O)(=O)c2ccc3c(c2)NC(=O)CCS3)cc1 | 1.3 | 12.5 | i
CCn1c(SCC(=O)Nc2nccs2)nnc1-c1ccc(S(=O)(=O)N2CCCCC2)cc1 | 0.6 | 15.9 | i
CC(C)(C)c1ccc(C(=O)NCC(=O)OCC(=O)N2CCN(S(=O)(=O)c3ccc(Cl)cc3)CC2)cc1 | -0.9 | 10.0 | i
O=C1N=c2ccccc2=C1c1[nH]c(=S)[nH]c1O | 5.5 | 43.0* | i
NC(CCC(=O)O)C12CC3CC(CC(C3)C1)C2 (stereo not given) | x | 12.8 | i
O=C(NCC1CCCO1)NC12CC3CC(CC(C3)C1)C2 (stereo not given) | -2.0 | 4.2 | i
Cc1c(OC(C(=O)O)c2ccccc2)ccc2c1oc(=O)c1ccccc12 (stereo not given) | 0.7 | 11.6 | i
CC(C)Oc1cccc(NC(=O)c2cnccc2C(F)(F)F)c1 | -1.1 | 7.6 | i
CCN1CCN(C2CCCCC2NS(=O)(=O)c2ccc(Cl)cc2)CC1 (stereo not given) | -2.1 | 4.2 | i
COc1ccc(Nc2nc(C)nc3c2nnn3Cc2ccccc2Cl)c(OC)c1 | 2.2 | 11.2 | i
Cc1ccc(Cl)cc1NC(=O)Cn1cc(C(F)(F)F)cc(Cl)c1=O | -1.4 | 0.0 | i
Cc1cccc(NC(=O)CCCC(=O)OC(C)C(=O)c2ccccc2)c1 (stereo not given) | 0.9 | 12.8 | i
Cc1ccc(NC(=O)c2ccc(-n3cccn3)c([N+](=O)[O-])c2)cc1 | -3.7 | 16.7 | i
CC(Sc1nnnn1-c1ccc(O)cc1)c1nc2ccccc2c(=O)[nH]1 (stereo not given) | -3.5 | 1.6 | i
O=C(Cn1nnc(-c2ccccc2)n1)N/N=C/c1cc([N+](=O)[O-])ccc1O | -0.8 | 11.0 | i
COc1cccc(C(=O)Nc2cccc(C(=O)N3CCOCC3)c2)c1 | -4.6 | 10.1 | i
Cc1cc(C)cc(N2CC(C)Cn3c2nc2c3c(=O)[nH]c(=O)n2C)c1 (stereo not given) | 0.9 | 6.2 | i

Other records follow.
SMILES | STK33 inh | OX1R antag | KCNQ2 inh
Cc1csc(NC(=O)C(Cc2ccccc2)n2cccc2)n1 (stereo not given) | 0.0 | 14.4 | i
Cc1cc(C(=O)N2CCCC(N3CCN(c4cccc(Cl)c4)CC3)C2)n(C)n1 (stereo not given) | 1.8 | x | i
Cc1ccc(S(=O)(=O)N2CCCC2C(=O)Nc2ccc(O)cc2)cc1 (stereo not given) | 1.4 | 36.4 | i
COc1ccc(NC(=O)n2nc(OC(=O)c3cccs3)cc2N)cc1 | -0.5 | 33.1 | i
CCOC(=O)CSc1ccc2nnc(-c3cccnc3)n2n1 | -0.7 | 5.8 | i
S=c1nc(C23CC4CC(CC(C4)C2)C3)nc2sccn12 | x | 14.1 | i
Cc1cccc(N=N/C(=C\O)C(=O)c2ccc(Br)cc2)c1 | -0.6 | 7.7 | i
CCn1cc(C2C3=C(CC(C)(C)CC3=O)N(c3ccccc3)C3=C2C(=O)CC(C)(C)C3)c(C)n1 | -0.1 | 13.6 | i
COc1ccc(NC(=O)/C(C#N)=C/c2c(C)nn(-c3ccc(F)cc3)c2Cl)cc1OC | -1.9 | 15.2 | i
Cc1cc(NC(=O)C2CCCC2)nc2c1c(=O)oc1ccccc12 | 1.4 | 23.3 | i
O=C(CSc1nc2ccccc2[nH]1)Nc1ccc2[nH]c(=O)[nH]c2c1 | 0.6 | 0.4 | x
COc1ccc(-c2nnn(CC(=O)N(CCO)C(C(=O)NC3CCCC3)c3ccncc3)n2)cc1 (stereo not given) | 0.5 | 3.0 | i
O=C(Nc1ccccc1)Oc1cccc(Br)c1 | 0.6 | 2.7 | i
CSCCC(NS(=O)(=O)c1cccc(C(F)(F)F)c1)C(=O)Nc1ccccc1N1CCCC1 (stereo not given) | -0.5 | 42.2 | i
CCn1c(C(=O)NCc2ccccn2)cc2sccc21 | 3.1 | 5.5 | i
COc1ccc(CNC(=O)Cn2nc([N+](=O)[O-])c(Br)c2C)cc1OC | -1.6 | 21.3 | i
CCN(C(=S)NC(=O)CCc1ccccc1)c1ccccc1 | -1.5 | 0.7 | i
O=S(=O)(c1ccc(S(=O)(=O)N2CCC(O)CC2)cc1)N1CCCC1 | 1.2 | 11.4 | i
CCOC(=O)c1cccc(NC(=O)CCS(=O)(=O)c2ccc(Br)s2)c1 | -1.2 | 45.7* | i
CCOC(=O)c1c(N=CN(C)C)c(C#N)c2n1CCCC2 | 0.5 | 17.4 | i
CC(C(=O)O)c1n[nH]c(=O)c2ccccc12 (stereo not given) | -0.5 | 4.7 | i
O=C(CN1CCN(CN2C(=O)NC3(CCCCCC3)C2=O)CC1)Nc1ccc(F)cc1 | -1.3 | 3.2 | x
CC(C)c1ccc(NC(=O)COC(=O)C2=COCCO2)cc1 | 0.8 | 38.1 | i
CCc1ccc(NC(=S)N(CCN2CCCCC2)Cc2ccco2)cc1 | -0.1 | 20.7 | i
COC(=O)c1oc(-c2ccccc2)nc1C | -2.1 | 10.9 | i

Printed as active in OX1R antag (from the list above):
SMILES | STK33 inh | OX1R antag | KCNQ2 inh
O=C1N=c2ccccc2=C1c1[nH]c(=S)[nH]c1O | 5.5 | 43.0* | i
CCOC(=O)c1cccc(NC(=O)CCS(=O)(=O)c2ccc(Br)s2)c1 | -1.2 | 45.7* | i

(list continues)
SMILES | STK33 inh | OX1R antag | KCNQ2 inh
COc1cccc(NC(=O)c2ccccc2N2C(=O)C3C4C=CC(C5CC45)C3C2=O)c1 (stereo not given) | -0.5 | 7.2 | i
Cc1cc(C)c(S(=O)(=O)N2CCCC2)c(C)c1 | 0.5 | 12.3 | i
O=C(O)/C=C/C(=O)N1CCN(c2cccc(Cl)c2)CC1 | -0.1 | 11.6 | i
O=C(c1ccccc1)[C@@H]1[C@@H](C(=O)c2ccc(F)cc2)[C@@]2(C(=O)Nc3ccccc32)[C@H]2c3ccccc3C=CN12 | -0.3 | 23.8 | i
COc1ccc(CN(C(=S)Nc2ccccc2)C2CC(=O)N(c3ccc(F)cc3)C2=O)cc1 (stereo not given) | -0.3 | 38.4 | i
O=C(O)/C=C/C(=O)Nc1ccc2nccnc2c1 | -1.3 | 19.9 | i
O=C(c1ccc([N+](=O)[O-])cc1)N(Cc1ccc(Cl)cc1)N1C(=O)CCCC1=O | -1.1 | 7.8 | i
COc1ccc2c(c1)C(NC(C)=O)C(=O)N2C (stereo not given) | -2.3 | 9.8 | i
O=C(Nc1ccccc1)Nc1nc(-c2ccc(F)c(F)c2)cs1 | -0.3 | -3.4 | i
Cc1ccc(NC(=O)CN(C)C(=O)COC(=O)c2nccnc2N)cc1 | -0.1 | 9.9 | x
CC1CCN(S(=O)(=O)c2ccc(C(=O)Nc3nnc(-c4ccccn4)o3)cc2)CC1 | -0.8 | 0.9 | i
COc1cc(NC(=O)CSc2nccc(=O)[nH]2)c(C)cc1[N+](=O)[O-] | 0.4 | 29.3 | i
COC(CNC(=O)c1ccc2c(=O)n(Cc3ccc(Cl)cc3)c(=S)[nH]c2c1)OC | 0.1 | x | i
COc1ccc2c(c1)C1=C(CC2)C(c2ccc(C)cc2)NC(=S)N1 (stereo not given) | -1.0 | 13.3 | i
COc1cc(C2C(C#N)=C(N)N(c3cccnc3)C3=C2C(=O)CCC3)ccc1O (stereo not given) | -1.3 | 24.3 | i
C/C(=N\NC(=S)NC1CCCCC1)c1cccc(C(F)(F)F)c1 | -2.1 | 11.4 | i
CC(C)Cc1nc(SCC(=O)N2CCCCC2)c2c(=O)n(C)c(=O)n(C)c2n1 | -0.6 | 4.9 | i
O=C(CSc1ccccn1)C12CC3CC(CC(C3)C1)C2 | -1.0 | 25.6 | i
Cc1nn(-c2ccccc2)c2sc(C(=O)NNC(=O)COc3cccc4ccccc34)cc12 | 6.8 | 10.8 | i
CN(C)/C=C(\C#N)C(=O)N/N=C(\CC(=O)C(F)(F)F)c1ccco1 | x | 6.1 | i
Cc1ccc(S(=O)(=O)c2c(C)nn(-c3ccccc3)c2OC(=O)c2ccco2)cc1 | -0.6 | 20.6 | i
Cc1ccc(NS(=O)(=O)c2cc(NC(=O)c3ccc4c(c3)NC(=O)CS4)ccc2Cl)c(C)c1 | 1.3 | 13.8 | i
Cc1ccc(OCC(=O)N/N=C/c2ccco2)cc1 | 2.9 | 6.6 | i
O=S(=O)(N/N=C\c1ccc2c(c1)OCO2)c1ccc(Cl)cc1 | 2.4 | 8.8 | i
CC(=O)c1ccc(S(=O)(=O)N2CCN(C(=O)c3ccc(-n4nc(C)c(Cl)c4C)cc3)CC2)cc1 | 1.2 | 9.1 | x
CCOc1ccc(NC(=O)c2cccc3c2C(=O)N(Cc2cccnc2)C3)cc1 | -1.3 | 22.5 | i
CCN(CC(=O)Nc1ccc(NC(C)=O)cc1)Cc1c(O)ccc2cc(Br)ccc12 | -0.4 | 0.0 | i
COc1cccc(CNC(=O)N2CCN(c3ccccc3C)CC2)c1 | -1.6 | 5.4 | i

Compound profiles, from the list above. Order of values: STK33 inh	OX1R antag	KCNQ2 inh
COc1cc(NC(=O)CSc2nccc(=O)[nH]2)c(C)cc1[N+](=O)[O-] reads 0.4	29.3	i
Cc1ccc(S(=O)(=O)c2c(C)nn(-c3ccccc3)c2OC(=O)c2ccco2)cc1 reads -0.6	20.6	i
COc1ccc2c(c1)C(NC(C)=O)C(=O)N2C (stereo not given) reads -2.3	9.8	i
Cc1ccc(NS(=O)(=O)c2cc(NC(=O)c3ccc4c(c3)NC(=O)CS4)ccc2Cl)c(C)c1 reads 1.3	13.8	i
COc1ccc(CN(C(=S)Nc2ccccc2)C2CC(=O)N(c3ccc(F)cc3)C2=O)cc1 (stereo not given) reads -0.3	38.4	i
